H9c2 TAG inh – reduces triacylglycerol accumulation in H9c2 cells. hit rate 0.66% among 230,000. AID 651582. Nile Red lipid (TAG) fluorescence; cells loaded with 200 µM oleic acid. inhibition, % at 12.5 µM;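 active = pattern-corrected inhibition of lipid staining of at least 50% with the nuclear-stain viability signal not falling by more than 50%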;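 note: 0% = DMSO wells and 100% = triacsin C control wells; some results filed as inactive read as strong as hits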
H9c2 TAG inh DAPI viability – recorded beside H9c2 TAG inh, whose call it bears; DAPI nuclei signal change (viability), lower = more cytotoxic, %;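 whole-well DAPI fluorescence read on a plate reader as a viability signal; minus 50 percent equals half of cells still viable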
An asterisk follows results filed as active. A portion of the library (hit frequency here may not be typical).

smiles | H9c2 TAG inh | H9c2 TAG inh DAPI viability
Cc1cc(OCC(=O)NCCCN(C)C)cc(C)c1Br | 13 | -13
S=c1[nH]nc(Cc2ccc(Cl)cc2)n1-c1ccc2c(c1)OCCO2 | 4 | -6
Cc1ccc(OCC(=O)Nc2cccc(C)n2)c(C)c1 | 2 | -5
Cc1ccc(NC(=O)c2sc3nc(CCl)[nH]c(=O)c3c2C)c(C)c1 | 0 | 3
O=[N+]([O-])c1ccc(O)c(/C=N/NC(=S)Nc2ccc(Cl)cc2Cl)c1 | 14 | -21
Cc1c(C(=O)OCC(=O)NC2CC2)oc2ccc(Br)cc12 | -3 | -3
O=C(Nc1ccc([N+](=O)[O-])cn1)c1ccc(Br)o1 | 13 | 103
O=C1NC(Cc2ccccc2)c2nc3cc(Cl)ccc3c(=O)n2-c2ncccc21 (centres undefined) | 23 | -5
Cc1cccc2[nH]c(SCC(=O)O)nc12 | 1 | -10
CC(=O)c1cccc(NC(=O)c2cc(C)no2)c1 | -1 | 4
c1ccc(C2(c3ccccc3)OCC(Cn3cncn3)O2)cc1 (centres undefined) | 20 | -7
O=C(COc1ccc(Cl)cc1Cl)NCc1ccco1 | 0 | 6
O=C1NCCN1CCNS(=O)(=O)c1cc(C(F)(F)F)cc(C(F)(F)F)c1 | -4 | 0
O=C(c1cnn2c(C(F)F)cc(C3CC3)nc12)N1CCc2ccccc2C1 | -20 | -10
C[C@H](NC(N)=O)C(=O)Nc1ccc(OCc2ccccc2)cc1 | 6 | -7
CCC(=O)N1CCc2cc(S(=O)(=O)CCC(=O)NCc3ccc4c(c3)OCO4)ccc21 | -3 | -16
Cc1ccc2sc(NC(=O)CN3C(=O)c4ccccc4C3=O)nc2c1C | 4 | -6
CCCCn1c(SCc2nc(N)nc(Nc3ccccc3C)n2)nc2ccccc2c1=O | 3 | 4
Fc1ccc2cnc(-c3ccccc3)c(-c3cc(C(F)(F)F)cc(C(F)(F)F)c3)c2c1 | -1 | 4
CNC(=S)Nc1ccc(Cc2ccncc2)cc1 | -4 | -1
Cc1cc(C)c(NC(=O)CN2CCN3CCCC3C2)c(C)c1 (centres undefined) | 2 | 2
CN1CCN(c2ccccc2NC(=O)c2ccc(N3CCCCC3)c([N+](=O)[O-])c2)CC1 | 14 | 18
COc1ccc(OC)c(Cc2nnc(CCC(=O)NC3CCCCCCC3)o2)c1 | 1 | -2
O=C(O)Cc1nn(Cc2ccc(Cl)cc2)c(=O)c2ccccc12 | -9 | -11
CNCC(O)c1ccc(OC(=O)C(C)(C)C)c(OC(=O)C(C)(C)C)c1 (centres undefined) | -9 | 3
Cc1nn(CC(=O)NC2CCCC2)c(C)c1[N+](=O)[O-] | 4 | 4
Nc1ccn(CCCNC2CCN(Cc3ccccc3)CC2)c(=O)n1 | 2 | 0
COc1cc(C(=O)NCCSc2ccc(Br)cc2)cc(OC)c1OC | -7 | 7
CCOc1ccc(OCCSc2nc(-c3ccccc3)cc(=O)[nH]2)cc1 | 1 | -14
O=C(CN1C(=O)C2CC=CCC2C1=O)Nc1ccc(S(=O)(=O)N2CCOCC2)cc1 (centres undefined) | -6 | 1
CCC[C@H]1CN(c2ccc(Br)cc2)C(=O)[C@@H]1CC(=O)Nc1ccccc1 | -4 | 6
Cn1c2c(c(=O)n(C)c1=O)[C@@H]1c3c(ccc4ccccc34)OC[C@@H]1CO2 | -5 | 5
COc1ccc(C(=O)N2CCN(S(=O)(=O)c3ccc(C)cc3)CC2)cc1S(=O)(=O)N1CCOCC1 | 10 | -8
O=C(CN1CCc2ccccc2C1)Nc1cc(S(=O)(=O)N2CCOCC2)ccc1N1CCOCC1 | -1 | 11
O=C(Cc1cccs1)Nc1ccc(-c2nc3ccccc3[nH]2)cc1 | 3 | 11
O=C(O)c1cc(S(=O)(=O)Nc2cc(Cl)ccc2Oc2ccccc2)ccc1O | -12 | 0
Cc1cc(NC(=O)CSc2nc(-c3cccs3)nc3ccccc23)no1 | 78* | -39*
CC(=C/c1ccco1)/C=N/NC(=O)c1nnn(-c2nonc2N)c1CN(C)C | -1 | 7
COc1ccc(S(=O)(=O)Nc2ccc3c(c2)N(C(C)=O)CCC3)cc1 | -27 | 5
Cc1ccc(C(=O)c2c3ccccc3[n+]([O-])n2CCO)cc1 | 3 | -2
Nc1c(C(=O)CSc2nnc(-c3ccccc3F)o2)c(=O)[nH]c(=O)n1C1CC1 | -8 | 8
O=C(OCc1cn([C@H]2CN(C(=O)c3cccs3)[C@@H](c3ccc(Cl)cc3)C[C@@H]2O)nn1)c1ccccc1 | 9 | 5
CC[C@]12c3[nH]c4cc(-c5ccco5)ccc4c3CCN1C(=O)[C@@H](CC(=O)NCCCn1ccnc1)C[C@@H]2C(=O)N1CCN(C(=O)C2CC2)CC1 | 9 | 3
CSc1cccc(N2CC(C(=O)NCCC3=CCCCC3)CC2=O)c1 (centres undefined) | -9 | -2
Cc1cc(Cl)ccc1C(=O)C1CCCN(C(=O)c2snnc2C)C1 (centres undefined) | -16 | 10
O=C(NCc1ccccc1)NC12CC3CC(CC(C3)C1)C2 | -10 | 3
CCCNC(=O)c1onc(CSc2ccc(F)cc2)c1C(=O)NCC1CC1 | -10 | -6
CC(C)Nc1nc2c(c(=O)n(C)c(=O)n2C)n1C | 26 | -20
O=C(Cn1nnc(-c2cccs2)n1)N1CCc2ccccc2C1 | -6 | 6
CC(=O)N1CCC(N(C(=O)Nc2c(F)cccc2F)C(C)C)CC1 | -9 | 4
Cc1cc(C)cc(C(=O)NCC(=O)OCC(=O)c2c(N)n(C)c(=O)n(C)c2=O)c1 | 21 | -2
Cc1cccc(C(C)C)c1NS(=O)(=O)c1cn(C)nc1C | 2 | -1
COc1ccc(C2=NOC(C(=O)NCc3cccs3)C2)cc1 (centres undefined) | 17 | -19
CC(=O)NC12CC3CC(C1)CC(C(=O)N1CCN(c4ncccn4)CC1)(C3)C2 | -15 | -2
C=COCCNC(=S)Nc1ccccc1 | 8 | 8
O=C(OCC(=O)N1CCc2ccccc2C1)c1cccs1 | 2 | -10
COc1ccc(NC(=O)CN2C(=O)C(C)Oc3ccccc32)cc1OC (centres undefined) | -22 | 12
CN(CC1CCOCC1)C(=O)CC1C(=O)NCCN1Cc1cccc(F)c1 (centres undefined) | -8 | 2
Cc1noc(C)c1COc1ccccc1C(=O)NNC(=O)c1ccc(F)cc1 | -1 | -3
COc1ccc(C(=O)Nc2ccccc2NC(=O)c2ccco2)cc1OC | 2 | 1

Going on with the list.
smiles | H9c2 TAG inh | H9c2 TAG inh DAPI viability
C(=NN1CCCCCC1)c1ccc2ccccc2n1 | 9 | 5
COc1ccccc1NC(=O)CSc1nnc(-c2ccc(NC(C)=O)cc2)n1C | 3 | -12
Cc1ccc(S(=O)(=O)NNC(=O)c2ccccc2-n2cccc2)cc1 | -7 | -3
CC(=O)Nc1ccc(OCC(O)Cn2cnc3ccccc32)cc1 (centres undefined) | -4 | 0
CCc1ccc(C2=NN(CCC(=O)NCc3cccs3)C(=O)CC2)cc1 | -7 | -1
COc1ccccc1NC(=O)C(=O)N/N=C(\C)CC(=O)Nc1ccc(OCc2ccccc2)cc1 | -3 | 0
CCOC(=O)C1CCCN(C(=O)CN2C(=O)NC(C)(c3ccc4ccccc4c3)C2=O)C1 (centres undefined) | 12 | 3
CCOc1ccccc1/C=C(/NC(=O)c1ccccc1)C(=O)N1CCCCC1 | -9 | 9
CC(C)N(CCCNC(=O)CC1Oc2ccccc2NC1=O)Cc1ccccc1 (centres undefined) | 8 | 2
CCn1cc(C(=O)NCc2ccc(Cl)cc2)c(=O)c2cc(S(=O)(=O)N3CCOCC3)ccc21 | 25 | -6
O=S(=O)(/C=C/c1ccccc1)N1CCN(Cc2ccc3c(c2)OCO3)CC1 | -3 | -6
Oc1ccccc1C1=NC(c2ccccc2)NC(c2ccccc2)C1 (centres undefined) | 4 | 4
O=C(Nc1ccc(Cl)cc1)c1ccc2nsnc2c1 | -6 | -12
O=C(NCCCN1CCCC1=O)C1CCN(S(=O)(=O)c2cccc(C(F)(F)F)c2)CC1 | -2 | -7
COCCNC(=O)C1(C)Cc2c(-c3cccc(NC(C)=O)c3)ccnc2O1 (centres undefined) | 42 | -49
CCN1C(=O)[C@H]2[C@@H](c3ccc(C)cc3)N3C(=O)N(c4ccc(OC)cc4)C(=O)[C@@]3(CC)[C@H]2C1=O | 0 | -3
COc1ccc(NS(=O)(=O)c2cc(NC(=O)C3CCCO3)ccc2N2CCCCC2)cc1 (centres undefined) | -24 | -5
Cc1cc(Cl)n2c(nc3cc(F)c(F)cc32)c1C#N | 88 | -55
O=[N+]([O-])c1ccc(C[n+]2cccc(O)c2)cc1 | 2 | 2
Cc1[nH]n(C2=NCCS2)c(=O)c1N=Nc1ccccc1 | -7 | 5
CCOc1ccc(NCc2nnc(SCc3ccc(Cl)cc3)n2-c2ccccc2)cc1 | -14 | 10
O=C(O)C1=C[C@@H](c2csc3ccccc23)C[C@@H](OCc2ccc(CO)cc2)O1 | -3 | -34
CCCCCCCCCCCCN1C(=O)CSC1c1cccnc1 (centres undefined) | -6 | -5
COc1ccc2oc(C(=O)Nc3nc(C)cs3)c(C)c2c1 | -1 | -3
C[C@H](NS(=O)(=O)c1ccc(Cl)cc1)C(=O)OCC(=O)NCCc1ccc(S(N)(=O)=O)cc1 | -22 | -4
COC(=O)CSc1ncnc2c(C)csc12 | -10 | 10
Cn1cc(-c2coc3c(C(=O)NCc4cccc(Cl)c4)cccc23)cn1 | -11 | 3
Cc1c2ccncc2cc2c1[nH]c1ccccc12 | 42 | -14
COc1ccccc1NC(=O)Nc1nc(CC(=O)Nc2ccc(N(C)C)cc2)cs1 | 5 | -1
Cc1ccc(C(=O)Nc2ccc(CN3CCCCC3)cc2)c(C)c1 | 12 | -13

Pulled by compound from the list above:
smiles | H9c2 TAG inh | H9c2 TAG inh DAPI viability
Cc1ccc(C(=O)Nc2ccc(CN3CCCCC3)cc2)c(C)c1 | 12 | -13
COc1ccc(NS(=O)(=O)c2cc(NC(=O)C3CCCO3)ccc2N2CCCCC2)cc1 (centres undefined) | -24 | -5

Next section
smiles | H9c2 TAG inh | H9c2 TAG inh DAPI viability
NC(=O)CC(NC(=O)Cc1ccc(Cl)cc1)c1ccc(NCCOc2ccccc2)c([N+](=O)[O-])c1 (centres undefined) | -24 | -7
CCCN(Cc1nnc(-c2ccccc2Cl)o1)C(=O)c1oc2ccccc2c1C | -11 | 2
NNc1nc(-c2ccccc2)cc(-c2ccc(Br)cc2)n1 | 6 | 10
COCCNC(=O)CSc1nccn1Cc1ccc2c(c1)OCO2 | -1 | 2
CC(C)(C)c1ccc(CS(=O)(=O)CC2(O)CCN(C(=O)c3cccc(C(F)(F)F)c3)CC2)cc1 | 10 | -10
O=C(COC(=O)CCC1CCCCC1)Nc1ccc(OC(F)F)cc1 | 11 | -5
CCCOc1ccc(N2C(=O)CC(NCC(=O)OCC)C2=O)cc1 (centres undefined) | -10 | 2
O=C(NCC1COc2ccccc2O1)c1ccc(Cl)c(S(=O)(=O)N2CCOCC2)c1 (centres undefined) | 14 | -6
CC(=O)Nc1cccc(-c2cc(NC(C)=O)c3ncc(-c4cccc(C(F)(F)F)c4)n3c2)c1 | 11 | -4
CC(=O)Nc1cccc(-c2nnc(-c3ccccc3)o2)c1 | 24 | -17
CCCC(=O)Nc1cccc(-c2cn3ccsc3n2)c1 | 13 | -4
Cn1ncc(Cl)c1C(=O)N1CCN(c2ccccc2)CC1 | 2 | 1
c1ccc(-n2ncc3c(NCc4ccco4)ncnc32)cc1 | 12 | 4
Cn1c(N)c(C(=O)CSc2nn(-c3ccccc3)c(=S)s2)c(=O)n(C)c1=O | 1 | 0
O=C(NC1CCN(CC(=O)N(c2ccccc2)c2ccccc2)CC1)c1ccc([N+](=O)[O-])cc1 | 3 | 8
COc1ccc(Br)c(C(=O)N(C)CC(=O)Nc2ccc(N3CCOCC3)cc2)c1 | -14 | -2
COc1ccc(S(=O)(=O)N2CCCCCC2)cc1C(=O)N1CCN(c2ccccc2O)CC1 | 5 | -2
CC(C)c1ccccc1NC(=S)NN(Cc1ccccc1)c1ccccc1 | -3 | -2
CC(C)C(=O)Nc1nc(-c2ccc([N+](=O)[O-])cc2)cs1 | -6 | -6
Cn1nnnc1Sc1ncnc2scc(Br)c12 | 34 | -20
C#C[C@]1(O)CCC2C3CCC4=CC(=O)CC[C@@H]4C3CC[C@@]21C (some centres undefined) | -6 | -7
CC(NC(=O)Nc1ccc(Cl)cc1)C(c1cccs1)N1CCOCC1 (centres undefined) | -10 | -4
COC(=O)c1cccc(NC(=O)CCN2C(=O)C3CC=CCC3C2=O)c1 (centres undefined) | -4 | 2
Cc1ccc(Cl)c2c(N=Nc3ccccc3)c(O)[nH]c12 | -66 | -4
CC(=O)c1cnc2ncnn2c1C | -2 | -1

Molecules from the list above with two or more sulfur atoms (six):
smiles | H9c2 TAG inh | H9c2 TAG inh DAPI viability
COc1ccc(C(=O)N2CCN(S(=O)(=O)c3ccc(C)cc3)CC2)cc1S(=O)(=O)N1CCOCC1 | 10 | -8
Cc1cc(NC(=O)CSc2nc(-c3cccs3)nc3ccccc23)no1 | 78* | -39*
C[C@H](NS(=O)(=O)c1ccc(Cl)cc1)C(=O)OCC(=O)NCCc1ccc(S(N)(=O)=O)cc1 | -22 | -4
COC(=O)CSc1ncnc2c(C)csc12 | -10 | 10
Cn1c(N)c(C(=O)CSc2nn(-c3ccccc3)c(=S)s2)c(=O)n(C)c1=O | 1 | 0
Cn1nnnc1Sc1ncnc2scc(Br)c12 | 34 | -20

Screening results deposited in PubChem BioAssay by Sanford-Burnham Center for Chemical Genomics.
